m-calpain inh: blocks pig calpain II enzyme activity; 0.37% of 220,000 active; inhibition, % at 16 µM; purified calpain II, fluorogenic peptide substrate, 30 min;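 active = inhibition above about 50%, limit read from the data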
Tb hexokinase: blocks Trypanosoma brucei hexokinase 1 activity | recombinant TbHK1, G6PDH-coupled NADH A340 | inhibition, % at 10 µM | 0.11% of 220,000 active | AID 1430;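 active = inhibition of 50% or more in the single-dose primary screen; inactive = inhibition below 50%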
EP2 modulator: EP2 receptor (human) modulation; P43116; EP2-expressing cells, cAMP HTRF FRET, PGE2 co-stimulation; induction, % at 25 µM; 0.83% of 260,000 active; AID 940;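 active = compounds whose cAMP rise, as percent of the full-agonist control response, exceeds 60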;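 also: rat C6 glioma line stably carrying human EP2 under a CMV promoter; the protocol text gives 20 µM as final concentration; 100% = response of wells given 1 µM PGE2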
Target sequence (P43116 whole entry, looked up): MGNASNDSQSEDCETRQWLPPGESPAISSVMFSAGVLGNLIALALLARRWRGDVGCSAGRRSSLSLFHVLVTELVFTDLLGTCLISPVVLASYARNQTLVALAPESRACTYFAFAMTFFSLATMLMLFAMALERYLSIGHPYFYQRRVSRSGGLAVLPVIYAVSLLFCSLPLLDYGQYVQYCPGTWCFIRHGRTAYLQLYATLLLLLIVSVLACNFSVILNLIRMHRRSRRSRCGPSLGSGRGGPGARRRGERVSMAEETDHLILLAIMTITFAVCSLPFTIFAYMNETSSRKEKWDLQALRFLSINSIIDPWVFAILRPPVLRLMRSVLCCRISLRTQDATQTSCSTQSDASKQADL
Rad51 HR inh: Rad51 (human) homologous recombination inhibition; Q06609; hRad51 DNA strand exchange, fluorescence dequenching; 0.085% of 200,000 active; inhibition, % at 10 µM;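 active = inhibition above 40% at the single screening dose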;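 also: 0% = DMSO control wells and 100% = blanks with heterologous ssDNA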
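Read-out basis: percent inhibition relative to plate controls and blanks / Assay system: human Rad51 nucleoprotein filaments preassembled on unlabelled ssDNA / Timing: filaments 15 min 37 °C, then compound 30 min / Control set: per-plate controls and blanks / Technique: fluorescence dequenching at 485/520 nm / Compound: 10 µM final, single point / Also added: Fluorescein- and BHQ1-tagged 47-mer duplex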
PGE2 EP2 inh: blocks the human prostaglandin E2 receptor EP2 | inhibition, % at 25 µM | 0.52% of 260,000 active | C6 glioma cells expressing human EP2, cAMP TR-FRET; cells stimulated with saturating PGE2;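 active = percent inhibition above 40 after rounding to a whole number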;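 also: rat C6 glioma host cells with rolipram phosphodiesterase inhibitor present; the protocol text gives 20 µM as final concentration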
Hck-Nef inh: human Hck-Nef kinase inhibition; P08631; Recombinant Hck-YEEI plus Nef, Z-Lyte FRET kinase assay; inhibition, % at 20 µM; 0.68% of 220,000 active; AID 463187;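 active = Hck-Nef kinase inhibition above about 50%, limit read from the data; inactive = inhibition below that limit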;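 also: 0% = DMSO with Hck plus Nef and 100% = Hck alone without Nef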
Target sequence (P08631 whole entry, looked up): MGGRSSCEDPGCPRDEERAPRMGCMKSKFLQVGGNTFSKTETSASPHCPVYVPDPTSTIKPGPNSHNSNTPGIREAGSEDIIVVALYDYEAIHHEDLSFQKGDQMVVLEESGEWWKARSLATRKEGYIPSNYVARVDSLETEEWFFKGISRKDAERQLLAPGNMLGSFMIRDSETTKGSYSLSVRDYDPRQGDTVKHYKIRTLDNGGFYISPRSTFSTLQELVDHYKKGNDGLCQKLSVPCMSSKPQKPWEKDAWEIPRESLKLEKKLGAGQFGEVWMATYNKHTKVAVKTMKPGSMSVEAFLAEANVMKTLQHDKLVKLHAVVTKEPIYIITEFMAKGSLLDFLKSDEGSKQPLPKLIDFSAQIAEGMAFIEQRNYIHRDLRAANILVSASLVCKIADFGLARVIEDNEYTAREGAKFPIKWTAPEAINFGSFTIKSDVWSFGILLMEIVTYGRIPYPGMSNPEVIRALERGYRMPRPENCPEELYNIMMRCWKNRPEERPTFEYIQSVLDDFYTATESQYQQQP
14-3-3 Bad inh: disrupts binding of bovine 14-3-3 zeta to phospho-Bad peptide; TR-FRET 14-3-3zeta/Dy647-pBad peptide displacement, 1 h; inhibition, % at 21.7 µM; 0.71% of 220,000 active;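 active = inhibition above about 70%, limit read from the data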;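 also: 0% = full 14-3-3 plus peptide FRET controls and 100% = background without 14-3-3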
L929 necroptosis: L929 zVAD cell death inhibition | L929 zVAD necroptosis rescue, ATP luminescence, 24 h; with zVAD 60 µM | viability rescue, % at 10 µM | 0.38% of 220,000 active;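 active = activation, scaled between plate controls, above about 75%, limit read from the data; inactive = activation under that limit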;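 also: 0% = zVAD with DMSO and 100% = DMSO alone without zVAD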
eIF4E 4G PPI: blocks eIF4E binding to eIF4G | P63073+Q04637 | TR-FRET eIF4E-eIF4GI(517-606) binding, 2 h | inhibition, % at 21.7 µM | 0.37% of 220,000 active | AID 782;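 active = inhibition above about 30%, limit read from the data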;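 also: 0% = full FRET control wells and 100% = background wells lacking eIF4GI fragment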
* = called active by the depositor; i = inactive; nt = not tested or not shown; & = joins results of further samples; [ ] = dose if it differs, or a comment.

Structure	m-calpain inh	Tb hexokinase	EP2 modulator	Rad51 HR inh	PGE2 EP2 inh	Hck-Nef inh	14-3-3 Bad inh	L929 necroptosis	eIF4E 4G PPI
CCOC(=O)c1c(C)n(C)c2ccc(OCC(O)CN3CCC(C)CC3)cc12 (stereo not given)	-9	-2	2	6	13	1	6	2.3	0[fluorescence artefact?]
Cc1ccc(CNC(=O)c2cn(C3CCCC3)c(=O)c3c2c2ccccc2n3C)o1	-112	-17	22	nt	nt	0	-2	0.5	4
CCOC(=O)C1=C(O)C(=O)N(c2ccccc2)C1c1cccc([N+](=O)[O-])c1 (stereo not given)	-32	-19	42	13	7	12	-3	0.9	4
Cc1cccc(OCC(=O)NNC(=O)C2CCCCC2C(=O)O)c1 (stereo not given)	-3	0	21	nt	8	3	-4	-0.3	-2[fluorescence artefact?]
Cc1ccc(Nc2c([N+](=O)[O-])c(=O)n(C)c3ccccc23)cc1C	14	-10	-11	-4	6	-1	3	1.1	1
CCOC(=O)c1nn(C23CC4CC(CC(C4)C2)C3)c2c1C(=O)N(c1ccc(C)cc1)C2=O	-49	0	18	8	11	1	7	0.1	2
O=C(CN1CCN(c2ccccc2O)CC1)NC(c1ccccc1)c1ccccc1	18	-4	34	-3	20	1	7	0.5	0
Cc1ccnc(NS(=O)(=O)c2ccc(Cl)nc2)c1	22	-1	0	-4	4	2	0	0.3	-4
NC(=O)c1ccsc1NC(=O)COC(=O)Cc1cccc2ccccc12	-56	-1	-52	-7	6	1	-2	0.3	9
O=C(NNC(=O)c1c(F)cccc1F)c1ccccc1-n1cccc1	-3	-3	22	5	15	7	-6	1.7	1
Cc1ccc(Sc2nc(C)cc(C)c2S(C)(=O)=O)cc1	9	20	-9	-1	15	-1	14	-0.7	2
Cc1nc(CSc2nsc(/C=C/N(C)C)c2C#N)cs1	8	5	-62	-15	18	35	0	27	2
CC12CCC(=O)N1C(C(=O)OCC(=O)Nc1ccc(Cl)c(Cl)c1)CS2 (stereo not given)	25	-1	-63	-2	8	19	7	0.4	-1
O=C(Nc1ccccc1)N1CCSCC1	-7	-6	-3	0	4	1	-9	-0.1	-4
CCOc1ccc(CCNC(=O)c2cc3sc(Cl)cc3n2C)cc1OCC	33	-4	-33	-2	7	-3	23[fluorescence artefact?]	0.9	9
Cc1ccc(C)c(NS(=O)(=O)c2cc(Br)cnc2N)c1	1	-7	26	3	11	-1	18	-0.9	-5
O=C(CSc1nccc(=O)[nH]1)Nc1ccc(S(=O)(=O)N2CCOCC2)cc1	1	3	5	-4	11	6	9	0.0	-2[fluorescence artefact?]
CC(NC(=O)C1(C)CC1(Br)Br)C(C)(C)C (stereo not given)	9	-3	12	-12	10	1	-5	0.3	-1
OCCC1CN(Cc2ccc3nsnc3c2)CCN1C1CCCCC1 (stereo not given)	-13	-9	-6	-20	6	9	-13	-0.2	4
Cc1cc(C)cc(N2C(=O)CC(Sc3ccccc3C(=O)O)C2=O)c1 (stereo not given)	6	-8	-4	-2	16	6	-3	0.6	5

Results in Tb hexokinase and EP2 modulator (two entries from above):
| compound | Tb hexokinase | EP2 modulator |
| --- | --- | --- |
| CCOC(=O)C1=C(O)C(=O)N(c2ccccc2)C1c1cccc([N+](=O)[O-])c1 (stereo not given) | -19 | 42 |
| Cc1cccc(OCC(=O)NNC(=O)C2CCCCC2C(=O)O)c1 (stereo not given) | 0 | 21 |

Additional compounds:
Structure	m-calpain inh	Tb hexokinase	EP2 modulator	Rad51 HR inh	PGE2 EP2 inh	Hck-Nef inh	14-3-3 Bad inh	L929 necroptosis	eIF4E 4G PPI
Cc1ccnc(SCc2cc(=O)c(OC(=O)c3cc([N+](=O)[O-])ccc3Cl)co2)n1	6	-1	-6	-6	4	2	0	-0.2	2
Cc1ccc2nc(NC(=O)c3ccc(S(=O)(=O)N4CCCc5ccccc54)cc3)sc2c1	12	3	-78	-1	5	8	16	1.0	-4
O=C(CC(c1ccccc1)c1ccccc1O)NCCN1CCOCC1 (stereo not given)	-57	0	20	6	5	3	-1	-0.1	-3[fluorescence artefact?]
CO/N=C/c1ccc(N2CCN(C(=O)c3ccc(C)cc3)CC2)c([N+](=O)[O-])c1	7	-8	-39	-1	11	4	-3	1.0	6
S=C(N/N=C/c1ccccc1)N1CCOCC1	20	-6	3	7	1	0	13	9.6	-32[fluorescence artefact?]
CNC(=O)CSc1cnc2ccccc2n1	26	-11	15	-4	6	29	2	1.2	-1
CCC(C)(C)NC(=O)CCCSc1nc2ccccc2[nH]1	-8	-5	-5	-3	0	23	-6	0.1	3
Cc1ccc(C(=O)C[n+]2cccc(C(N)=O)c2)cc1	-17	-7	15	15	13	0	-3	1.0	3
Cc1ccc(CN2CCN(C/C=C/c3ccc(F)cc3)CC2CCO)o1 (stereo not given)	-3	4	-47	5	5	20	-1	1.3	1
CCOC(=O)c1ccc(S(=O)(=O)NCC(C)(C)N2CCOCC2)cc1	-39	1	18	9	3	19	-8	4.2	3
CC1CN/C(=C\C(=O)c2ccc(Cl)cc2)C(=O)N1 (stereo not given)	1	-15	-3	-6	14	1	2	1.2	6
O=C(c1ccc(N2CCNCC2)cc1)c1cccnc1	21	-35	6	1	12	9	0	0.2	2[fluorescence artefact?]
CCCCN1C(=O)/C(=C(/C#N)C(N)=O)c2ccccc21	-2	-6	-9	3	4	1	-5	0.1	-2[fluorescence artefact?]
CC(=O)Nc1ccc(NC(=O)/C(Cl)=C/c2ccccc2)cc1	18	-9	-4	3	8	0	-16	-0.3	2
CC(=O)c1cccc(NC(=O)C2CCN(S(=O)(=O)c3cccs3)CC2)c1	18	2	9	nt	nt	7	2	0.8	-5
C/C(=N\N=C1\NC(=O)C(CC(=O)Nc2ccc(C)c(Cl)c2)S1)C(C)C (stereo not given)	-31	-3	6	13	6	16	-18	9.8	5
S=C(Nc1ccccc1)N1CCN(C/C=C/c2ccccc2)CC1	14	2	-70	-6	6	16	-10	5.1	-1
CCOc1ncccc1C(=O)N1CCN(C(c2ccccc2)c2ccccc2)CC1	31	-5	57	6	6	20	-3	-0.4	-1
O=C(O)/C=C1\NC(=O)c2ccccc21	-43	-2	9	9	8	-1	0	2.2	-10
O=C(c1ccc(Cl)c(S(=O)(=O)Nc2ccc(F)cc2)c1)N1CCN(c2ccccn2)CC1	-2	-3	10	-5	12	-1	-6	-0.3	2

(next part)
Structure	m-calpain inh	Tb hexokinase	EP2 modulator	Rad51 HR inh	PGE2 EP2 inh	Hck-Nef inh	14-3-3 Bad inh	L929 necroptosis	eIF4E 4G PPI
Cc1nn(C)c(Cl)c1CN1CCC(CO)(CCOc2ccccc2)CC1	-13	-1	-17	10	4	21	-10	-0.1	-7
O=c1[nH]c(N2CCc3ccccc3C2)nc2c1CCC2	-21	2	5	-14	4	0	1	0.2	2[fluorescence artefact?]
Cc1ccc(S(=O)(=O)N(Cc2ccccc2)c2ccccc2C(=O)Nc2ccccc2C(=O)NCc2ccco2)cc1	-52	-10	47	nt	3	2	5	nt	1
Cc1ccc(C(=O)NC2CCc3ccccc3C2=O)cc1 (stereo not given)	-9	-6	-12	-10	5	17	-13	8.6	1
COc1ccc(C(=O)C2CCCN(S(=O)(=O)C(C)C)C2)c(C)c1 (stereo not given)	-9	3	22	3	5	21	-4	3.5	-3
N#Cc1nc(Cc2cccc3ccccc23)oc1N1CCCCC1	17	1	21	3	6	-2	1	-0.3	4
O=C(O)Cc1nc2nc3c(c(=O)n2[nH]1)CCCC3	6	1	-4	8	8	-4	-8	1.7	2
Cc1ccc2occ(-c3nn[nH]n3)c(=O)c2c1	27	35	9	7	6	2	7[fluorescence artefact?]	0.7	-7[fluorescence artefact?]
Cc1n[nH]c(C)c1S(=O)(=O)N1CCC(C(=O)N2CCn3c2nc2ccccc23)CC1	-7	0	-8	4	20	0	3[fluorescence artefact?]	-0.1	-4[fluorescence artefact?]
O=C(/C(=N\Nc1ccc(Br)cc1)Sc1nnnn1-c1ccccc1)c1ccccc1	-44	-2	30	nt	6	1	-6	2.0	2
CC(C)(C)CC(C)(C)NC(=O)c1ccc2snnc2c1	-2	-3	-16	8	4	20	-1	1.0	-4
CCOc1ccc(CCNC(=O)CCCN2C(=O)c3ccccc3C2=O)cc1OCC	-7	-4	-13	-2	5	1	3	-0.3	-5
COc1ccc(N(CC(=O)NC2CCCC2)C(=O)Cn2nnc(-c3ccc(F)cc3)n2)cc1OC	-4	1	13	-4	2	-1	-10	0.4	1
COc1ccc(S(=O)(=O)Cc2ccc(C(=O)NC3CCCC3)o2)cc1	-35	2	4	-1	11	2	5	1.3	2
O=C(O)C1CSCN1S(=O)(=O)c1cccc2nsnc12 (stereo not given)	-13	nt	19&18	nt	8&5	nt	10	nt	6
COC(=O)c1[nH]c2ccc(Cl)cc2c1NC(=O)Oc1ccccc1	i	-2	-20	-6	18	1	2	0.0	7
O=C(c1ccccc1)N1CCN(Cc2c[nH]c3ccccc23)CC1	-30	4	4	7	8	6	1	-0.2	7
C=CCn1c(CCCNC(=O)C(C)(C)C)nc2ccccc21	-4	10	-5	-5	9	-1	2	0.3	2[fluorescence artefact?]
CNC(=S)N(CCc1cccc(C)c1)Cc1cc2cc(OC)c(OC)cc2[nH]c1=O	-86	-16	-11	nt	12	3	-18	0.8	3
O=C(O)/C=C/C(=O)NCC1CCC(CNC(=O)/C=C/C(=O)O)CC1 (stereo not given)	-19	-4	7	13	5	14	2	0.3	0
OC(CNCCC1C=Nc2ccccc21)Cn1c2ccc(Cl)cc2c2cc(Cl)ccc21 (stereo not given)	-35	23	-28	4	5	8	39[fluorescence artefact?]	-2.0	13
O=C(OCC(=O)N1CCN(c2ccccc2)CC1)c1ccccn1	9	-1	4&0	2	7&12	-1	3	0.7	1

Among those listed so far, these have an NH in an aromatic ring:
Structure	m-calpain inh	Tb hexokinase	EP2 modulator	Rad51 HR inh	PGE2 EP2 inh	Hck-Nef inh	14-3-3 Bad inh	L929 necroptosis	eIF4E 4G PPI
O=C(CSc1nccc(=O)[nH]1)Nc1ccc(S(=O)(=O)N2CCOCC2)cc1	1	3	5	-4	11	6	9	0.0	-2[fluorescence artefact?]
CCC(C)(C)NC(=O)CCCSc1nc2ccccc2[nH]1	-8	-5	-5	-3	0	23	-6	0.1	3
O=c1[nH]c(N2CCc3ccccc3C2)nc2c1CCC2	-21	2	5	-14	4	0	1	0.2	2[fluorescence artefact?]
O=C(O)Cc1nc2nc3c(c(=O)n2[nH]1)CCCC3	6	1	-4	8	8	-4	-8	1.7	2
Cc1ccc2occ(-c3nn[nH]n3)c(=O)c2c1	27	35	9	7	6	2	7[fluorescence artefact?]	0.7	-7[fluorescence artefact?]
Cc1n[nH]c(C)c1S(=O)(=O)N1CCC(C(=O)N2CCn3c2nc2ccccc23)CC1	-7	0	-8	4	20	0	3[fluorescence artefact?]	-0.1	-4[fluorescence artefact?]
COC(=O)c1[nH]c2ccc(Cl)cc2c1NC(=O)Oc1ccccc1	i	-2	-20	-6	18	1	2	0.0	7
O=C(c1ccccc1)N1CCN(Cc2c[nH]c3ccccc23)CC1	-30	4	4	7	8	6	1	-0.2	7
CNC(=S)N(CCc1cccc(C)c1)Cc1cc2cc(OC)c(OC)cc2[nH]c1=O	-86	-16	-11	nt	12	3	-18	0.8	3

Bioassay records (PubChem)

This is a subset; count on the stated rates, not on these rows.
